# KAT2A inh – GCN5L2 (KAT2A) acetyltransferase inhibition; Q92830; GCN5L2 HAT assay, ThioGlo1 CoA-SH fluorescence; Potency, µM (series often up to 58.9 µM), for inactives: at the top dose activity change, negative = inhibition, hits mostly inhibitors; actives 0.21% (n = 390,000); AID 504327
# Target sequence (Q92830 whole entry, looked up): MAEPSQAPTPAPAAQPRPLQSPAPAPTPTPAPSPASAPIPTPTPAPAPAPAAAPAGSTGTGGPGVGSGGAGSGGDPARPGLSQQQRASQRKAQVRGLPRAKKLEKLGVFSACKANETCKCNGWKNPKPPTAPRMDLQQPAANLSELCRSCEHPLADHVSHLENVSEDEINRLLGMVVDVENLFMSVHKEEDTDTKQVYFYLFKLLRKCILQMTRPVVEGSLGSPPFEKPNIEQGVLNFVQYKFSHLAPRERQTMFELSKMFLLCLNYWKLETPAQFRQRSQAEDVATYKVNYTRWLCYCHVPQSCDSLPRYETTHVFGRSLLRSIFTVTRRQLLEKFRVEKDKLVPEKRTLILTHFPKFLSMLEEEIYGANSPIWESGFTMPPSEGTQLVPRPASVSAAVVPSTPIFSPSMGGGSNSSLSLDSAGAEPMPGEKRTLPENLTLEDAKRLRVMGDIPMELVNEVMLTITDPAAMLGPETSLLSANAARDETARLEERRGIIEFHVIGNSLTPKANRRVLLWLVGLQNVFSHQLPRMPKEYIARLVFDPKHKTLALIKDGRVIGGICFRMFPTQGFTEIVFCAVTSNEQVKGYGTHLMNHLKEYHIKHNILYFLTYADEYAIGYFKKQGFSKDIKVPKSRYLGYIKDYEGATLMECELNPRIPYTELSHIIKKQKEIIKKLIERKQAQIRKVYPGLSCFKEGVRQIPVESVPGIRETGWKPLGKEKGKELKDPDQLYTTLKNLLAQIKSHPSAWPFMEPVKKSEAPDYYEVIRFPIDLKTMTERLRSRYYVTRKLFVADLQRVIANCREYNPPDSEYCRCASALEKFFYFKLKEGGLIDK
#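 Preincubate 20nM GCN5L2 with compound 15 min, RT → add 50uM ThioGlo1 + 75uM H3(1-25) + 70uM acetyl-CoA → read fluorescence 0 and 20 min. Primary qHTS; fluorescent artifacts likely.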
# N370S GC mod – N370S glucocerebrosidase modulation, Gaucher chaperone candidate. P04062. N370S GC spleen homogenate, 4MU-glucoside fluorescence. Potency, µM (titrated, usually from 59.4 µM), without a hit: at the highest dose activity change, negative = inhibition, usual class: inhibitors. actives 0.092% (n = 330,000). AID 2101;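 also: 0% = full enzyme activity and -100% = no enzyme basal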
# FEN1 inhibitor – inhibitors of human flap endonuclease 1; P39748; Recombinant FEN1 flap cleavage, fluorescence, 15 min; Potency, µM (series often up to 114 µM), without a hit: at the top dose activity change, negative = inhibition, usual class: inhibitors; actives 0.35% (n = 390,000); AID 588795; also: nearly all actives have a fitted effect of over 65% in size
#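 Read-out was taken twice, immediately and after 15 min, following addition of 50 nM substrate to 10 nM FEN1 that had sat with test compound for 15 min at room temperature. Curves came from a four-parameter Hill model.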
# * hit, by the source's call; ? = inconclusive; / = no result given; & = joins results of further samples; [ ] = dose if it differs, or a comment. Calls follow the shape of the dose curve; as a rule, active = well fitted curve in the direction sought with a large enough effect; inconclusive = small, poorly fitted or top-dose-only effect, or another doubt; inactive = no such curve, though single readings can be large; an effect the other way counts as inactive or inconclusive. Unless noted, % is scaled to controls: 0 for no effect and ±100 for the full control effect; potency is read from the fitted curve at half-maximal effect.
# Sample of the layout:
SMILES,KAT2A inh,N370S GC mod,FEN1 inhibitor
CN(C(=O)CSc1nnc(-c2ccco2)n1C)C1CCCCC1,-12%,1%,-2%
O=C(Nc1nnc(CCN2CCCCC2)s1)C1CCCCC1,1%,3%,4%
COC(=O)C1=C(C)N(C(C)c2ccccc2)C(=O)C1 (stereo not drawn),14%,3%,-4%

# Results, from the start:
SMILES,KAT2A inh,N370S GC mod,FEN1 inhibitor
CN(C(=O)CSc1nnc(-c2ccco2)n1C)C1CCCCC1,-12%,1%,-2%
O=C(Nc1nnc(CCN2CCCCC2)s1)C1CCCCC1,1%,3%,4%
COC(=O)C1=C(C)N(C(C)c2ccccc2)C(=O)C1 (stereo not drawn),14%,3%,-4%
COc1cccc(Nc2nnc(-c3cc4ccc(O)cc4oc3=O)s2)c1,-20%,/,-21%
O=C1NC(=O)C(CC(=O)N(Cc2ccco2)C2(C(=O)NC3CCCC3)CCCCC2)N1 (stereo not drawn),-1%,-2%,14%
CCC1=C/C(=C/c2sc3ccccc3[n+]2CC)CC(C)(C)C1,-10%,10%,-8%
Cc1cccc(C(=O)Nc2cc(S(=O)(=O)N3CCOCC3)ccc2N2CCCC2)c1,-20%,3%,-1%
CCCCC(NC(=O)Cc1c(C)c2cc3c(-c4ccccc4)coc3c(C)c2oc1=O)C(=O)O (stereo not drawn),-22%,1%,-5%
O=C(Nc1cc(C(=O)Nc2ccc(S(=O)(=O)O)cc2S(=O)(=O)O)cc(C(=O)Nc2ccc(S(=O)(=O)O)cc2S(=O)(=O)O)c1)Nc1cc(C(=O)Nc2ccc(S(=O)(=O)O)cc2S(=O)(=O)O)cc(C(=O)Nc2ccc(S(=O)(=O)O)cc2S(=O)(=O)O)c1,-20%,-11%&1%,-119%
C[N+]1(C)C2CCC1CC(OC(=O)C(O)c1ccccc1)C2 (stereo not drawn),4%,4%,/
COc1ccc(NC(=O)CSc2nc(-c3ccco3)cc(C(F)(F)F)n2)cc1,-6%,/,13%
COC(=O)C1=C[C@@H](C(=O)OC)[C@@H]2C3=C(C(=O)[C@@]2(CC(C)C)NC(=O)c2ccccc2)[C@H](C)n2c(=O)n(-c4ccccc4)c(=O)n2[C@@H]3C1,/,-8%,2%
O=C(CSc1nnc(-c2cccs2)n1-c1ccccc1)N1CCCC1,5%,9%,2%
CCN1C(=O)/C(=C\c2cccn2-c2ccc([N+](=O)[O-])cc2)N(CC)C1=S,-1%,2%,?
COc1cccc(N2C(N)=NC(N)=NC2(C)C)c1,?,19%,0%
COc1cc(NC(=O)C2CCCN2C(=O)OCc2ccccc2)cc(OC)c1 (stereo not drawn),-4%,8%,-6%
CCCCN(C(=O)c1cc(-c2ccco2)nc2ccccc12)c1c(N)n(CCCC)c(=O)[nH]c1=O,?,-1%,-16%
CC1(C)Cc2nc3sc(C(=O)O)c(N)c3cc2CS1,-1%,0%,/
COc1ccc(-c2c3c(=O)n(C)c(=O)n(C)c3cn2N2CCOCC2)cc1,1%,2%,-3%
Cc1cc(-c2ccccc2)n2nc(C)c(C#N)c2n1,-9%,13%,7%

# Ordered by molar mass (descending): some entries from above.
SMILES,KAT2A inh,N370S GC mod,FEN1 inhibitor
COC(=O)C1=C[C@@H](C(=O)OC)[C@@H]2C3=C(C(=O)[C@@]2(CC(C)C)NC(=O)c2ccccc2)[C@H](C)n2c(=O)n(-c4ccccc4)c(=O)n2[C@@H]3C1,/,-8%,2%
CCCCN(C(=O)c1cc(-c2ccco2)nc2ccccc12)c1c(N)n(CCCC)c(=O)[nH]c1=O,?,-1%,-16%
CCCCC(NC(=O)Cc1c(C)c2cc3c(-c4ccccc4)coc3c(C)c2oc1=O)C(=O)O (stereo not drawn),-22%,1%,-5%
O=C1NC(=O)C(CC(=O)N(Cc2ccco2)C2(C(=O)NC3CCCC3)CCCCC2)N1 (stereo not drawn),-1%,-2%,14%
COc1ccc(-c2c3c(=O)n(C)c(=O)n(C)c3cn2N2CCOCC2)cc1,1%,2%,-3%
O=C(Nc1nnc(CCN2CCCCC2)s1)C1CCCCC1,1%,3%,4%
COc1cccc(N2C(N)=NC(N)=NC2(C)C)c1,?,19%,0%

# Additional compounds.
SMILES,KAT2A inh,N370S GC mod,FEN1 inhibitor
CC(=O)N1CCOc2ccc(S(=O)(=O)N3CCN(c4cccc(C(F)(F)F)c4)CC3)cc21,-7%,-4%,0%
CSC(N)=NCCC[C@H](N)C(=O)O,-6%,1%,/
CCC(C)[C@H]1CNC(=S)N1CCc1cc(C(F)(F)F)cc(C(F)(F)F)c1 (stereo partly drawn),-4%,20%,-8%
CCOc1ccc(-n2c(-c3ccco3)n[nH]c2=S)cc1,?,10%,0%
CCCOc1ccc(C(=O)N2CCC(c3nc4ccccc4s3)CC2)cc1,-15%,/,-4%
N=c1c(S(=O)(=O)c2ccc(Cl)cc2)cc2c(=O)n3ccccc3nc2n1C1CCCC1,1%,0%,-9%
CC(OC(=O)c1ccc(NS(=O)(=O)c2cccs2)cc1)C(=O)N(C)C1CCCCC1 (stereo not drawn),-8%,0%,1%
CCC(C)C(NC(=O)OC(C)(C)C)C(=O)NC(Cc1ccccc1)C(=O)OC (stereo not drawn),11%,6%,-9%
CCCCSc1nnc(-c2ccc(OC)cc2)n1C,0%,2%,1%
Cc1ccc(-n2c(N)c(S(=O)(=O)c3ccccc3)c3nc4ccccc4nc32)cc1,1%,7%,9%
C=CCNc1nc(NCCO)nc(N2CCCC2)n1,3%,-6%,-14%
CCN1C(=O)C(C(=O)Nc2ccc(OC)cc2)C2CC1(C)Oc1ccccc12 (stereo not drawn),1%,6%,10%
CN=C1SC(CC(=O)Nc2sc(C)c(C)c2C(=O)OC)C(=O)N1C (stereo not drawn),-1%,7%,-6%
CCOC(=O)N1CCC(NC(=O)c2cnn(-c3cccc(Cl)c3C)c2C2CCN(C(=O)OC(C)(C)C)CC2)CC1,2%,/,4%
O=C(CSC1CCCCC1)Nc1nccs1,-3%,-1%,0%
O=C(COc1ccc(Cl)cc1Cl)NC(=O)N1CCCCC1,-7%,4%,3%
CC1(C)CC(NC(=O)C2CCCCC2C(=O)O)CC(C)(C)N1 (stereo not drawn),4%,0%,1%
CCOc1cccc(Nc2cc3n(c(=O)n2)CCc2cc(OC)c(OC)cc2-3)c1,?,-2%,-7%
CC1=C(C(=O)Nc2ccccn2)C(c2cn(C)nc2C)C2=C(CCCC2=O)N1 (stereo not drawn),-21%,6%,12%
CN(C)c1ncc(CN2CCC(CO)(CCCc3ccccc3)CC2)s1,3%,-7%,18%
CCCCc1nnc(NC(=O)C23CC4CC(CC(NC(C)=O)(C4)C2)C3)s1,-19%,-6%,-8%
CCOc1ccccc1C1C(C(=O)Nc2ccccc2OC)=C(C)Nc2nc(CCCO)nn21 (stereo not drawn),-3%,-7%,2%
CCOC(=O)c1c(C)c(C(=O)N2CCN(c3ccc(F)cc3)CC2)c(C)n1C,-1%,5%,1%
O=C(Cn1cnc2c(nnn2-c2ccccc2)c1=O)N1CCC(Cc2ccccc2)CC1,-6%,-22%,16%
Cc1c(/C=N/Nc2nc3ccccc3[nH]2)c2ccccc2n1C,-15%,-15%,-22%
CCN(CC)C(=O)CSc1nnc(-c2cc(-c3ccc(Cl)cc3)nc3ccccc23)o1,0%,-1%,-2%
CCC1(c2ccccc2)NC(=O)N(CC(=O)Nc2ccc3c(c2)OCO3)C1=O (stereo not drawn),4%,-1%,9%
CCNC(=O)C1CCCN1S(=O)(=O)c1ccc2ccccc2c1 (stereo not drawn),-1%,-9%,12%
CSCc1ccc(C(=O)OCc2nc3ccccc3s2)o1,-5%,/,8%
Cc1ccc2onc(CC(=O)N3CCN(c4cc(Cl)ccc4C)CC3)c2c1,1%,/,2%
Cc1ccc(NCc2ccccc2OCc2ccccc2F)cc1,-5%,3%,-14%
Cc1nc(NS(=O)(=O)c2ccccc2)sc1C(=O)NNS(=O)(=O)c1ccccc1,-11%,-1%,0%
Cc1ccc(Cn2c(C(=O)O)c(CNC3CCCCC3)c3ccc(C)cc32)cc1,-6%,/,2%
CC(=O)OCc1c(C(F)(F)F)nn(C)c1Oc1ccccc1,0%,1%,0%
Cc1cc(NO)c(C(C)C)cc1N=O,-3%,-4%,-12%
CCCCn1c(N)c(N(CCOC)C(=O)c2ccc(C)o2)c(=O)[nH]c1=O,1%,-4%,4%
O=C(Nc1ccc(Cl)cc1)c1ccc(-n2cncn2)c([N+](=O)[O-])c1,-11%,-9%,12%
CCc1cccc(C)c1NC(=O)c1cc(CN2CCCC2)on1,2%,/,-3%
COc1ccc(N2C(=O)CSC2c2ccccc2)cc1 (stereo not drawn),14%,-9%,11%
Cc1cccn2c(=O)c3cc(C(=O)N4COCC4(C)C)sc3nc12,-3%,22%,-14%
Cc1cc(=O)[nH]c2nnc(SCc3cccc(C(F)(F)F)c3)n12,-16%,/,-1%
CN(C)S(=O)(=O)c1cc(NC(=O)COC(=O)c2nc(Cl)ccc2Cl)ccc1Cl,-9%,/,-14%
O=C(C[N+]1(CC#Cc2ccccc2)CCOCC1)c1ccccc1,-7%,3%,19%
Cc1ccc(C)c(CN2C(=O)N(c3cc(Cl)ccc3C)S(=O)(=O)c3ccccc32)c1,-3%,/,14%
CS(=O)(=O)NN1C(=O)c2ccccc2NC12CCCC2,-12%,17%,-3%
Fc1cccc(-n2ncc3c2ncn2nc(-c4ccccc4Cl)nc32)c1,4%,/,4%
O=C(COc1cccc2ccccc12)N1c2ccccc2CCc2ccccc21,-4%,17%,-16%
COCCNC(=O)C(c1ccc(O)cc1)N(Cc1cccs1)C(=O)CCC(=O)Nc1ccccn1 (stereo not drawn),5%,2%,1%
COc1ccc(NS(=O)(=O)c2cccc(C(=O)NNC(=O)CNC(=O)c3ccccc3F)c2)cc1,-1%,-10%,0%
CCCN1CCN(C(=O)CCc2nnc3ccc(N4CCN(c5cccc(OC)c5)CC4)nn23)CC1,-7%,-13%,4%
COc1ccc(CNCCc2ccc(Cl)cc2)cc1OCc1ccccc1,-7%,?,9%
NNC(=O)c1nc[nH]c1C(=O)Nc1ccccc1,?,1%,-3%
OC[C@@H](O)COc1cccc2ccccc12,-13%[0.501 µM],-4%,/
O=C(COc1ccc2ccc(=O)oc2c1)N1CCN(c2ccc(F)cc2)CC1,0%,-5%,12%
CCCCC(CC)Cn1c(Oc2ccccc2)nc2c1c(=O)n(C)c(=O)n2C (stereo not drawn),-11%,/,-18%
NS(=O)(=O)Cc1noc2ccccc12,9%&1%&17%,-6%&-6%&-17%,-3%&18%
CCN1CSC(=S)N(Cc2ccc(OC)cc2)C1,-1%,8%,-13%
COC(=O)c1ccc2c(=O)n(CCCCCC(=O)N3CCN(c4ccc(Cl)cc4)CC3)c(=O)[nH]c2c1,-4%,/,-3%
CCOc1ccc(NS(=O)(=O)c2cc(NC(=O)c3cccc(C)c3)ccc2Cl)cc1,-15%,5%,7%
CCc1ccc(NC(=O)c2cc3c(=O)n(Cc4cccnc4)ccc3nc2C)cc1,-15%,/,10%
# Following part.
SMILES,KAT2A inh,N370S GC mod,FEN1 inhibitor
COc1cccc(N2CCN(C(=O)c3cn(Cc4ccccc4)nc3-c3cccnc3)CC2)c1,3%,/,4%
O=C(CSc1nc2c(cnn2-c2ccc(F)cc2)c(=O)[nH]1)N1CCCc2ccccc21,-2%,11%,-16%
O=C(CN1CCN(Cc2cccc(F)c2)CC1)Nc1ccccc1F,0%,-2%,-16%
Cc1ccc(OCCSc2nc(N)cc(N)n2)cc1,-3%,-3%,-2%
CCN(C(=O)c1cccc(NC(=O)c2ccccc2)c1)C1CCCCC1,2%,-22%,-9%
COc1ncccc1C(=O)NC1CCCc2c1cnn2-c1ccc(C)c(C)c1 (stereo not drawn),-21%,10%,-6%
COc1ccc(CCN2CCCn3c2nc2c3c(=O)n(Cc3ccccc3F)c(=O)n2C)cc1OC,-4%,3%,-16%
CC(C)NC(=O)N(C)C[C@H]1Oc2ccc(NC(=O)CCN3CCOCC3)cc2C(=O)N([C@H](C)CO)C[C@@H]1C,2%,/,19%
COC(=O)C(CCCCNC(=O)OCc1ccccc1)NC(=O)CN (stereo not drawn),-11%,6%,4%
